Screens (PubChem)
KKLEB tox – CF airway cell cytotoxicity counter-screen; activity change (cytotoxicity), % at 5 µM; KKLEB CF airway cells viability, ATPlite luminescence, overnight; hits give low values; cells stimulated with P. aeruginosa culture filtrate; 0.36% of 360,000 active;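 active means corrected activity change at or below -50% at 5 µM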
NR2E3 ag-1 – agonists of human nuclear receptor NR2E3; Q9Y5X4; GST-NR2E3/biotin-RetCOR TR-FRET, 1536-well; inhibition of corepressor binding, % at 4.78 µM; 0.12% of 320,000 active; AID 2300;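 active means percent inhibition above the cutoff of mean plus 3 SD of all tested compounds, set per screening campaign, cut at about 20% in these data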;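 further: 0% = DMSO wells and 100% = biotin wells as full block of FRET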
Target sequence (Q9Y5X4 whole entry, looked up): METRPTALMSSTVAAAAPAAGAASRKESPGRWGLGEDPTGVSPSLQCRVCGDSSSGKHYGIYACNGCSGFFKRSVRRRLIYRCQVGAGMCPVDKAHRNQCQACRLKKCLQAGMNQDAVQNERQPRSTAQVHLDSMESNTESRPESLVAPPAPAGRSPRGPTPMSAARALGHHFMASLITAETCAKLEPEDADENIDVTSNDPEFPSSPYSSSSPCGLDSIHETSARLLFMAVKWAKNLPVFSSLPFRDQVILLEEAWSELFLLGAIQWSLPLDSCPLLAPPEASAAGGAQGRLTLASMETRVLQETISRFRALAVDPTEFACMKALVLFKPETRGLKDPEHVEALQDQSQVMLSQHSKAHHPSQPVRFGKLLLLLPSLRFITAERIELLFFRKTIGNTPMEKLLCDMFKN
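System: GST-tagged NR2E3 plus biotinylated RetCOR corepressor; Buffer or medium: pH 7.5 Tris-based buffer; Probe or stimulus: RetCOR corepressor, biotinylated, 7 nM; Doses: compound at 4.8 µM, single dose; Schedule: 5 h incubation at 4 °C; Technique: time-resolved FRET; Evaluation: percent inhibition of TR-FRET ratio; Replication: one well per compound, singlicate testing.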
HIF-2a block – HIF-2a inhibition; 786-0 RCC cells HIF-2a reporter, luciferase luminescence, overnight; inhibition, % at 18.8 µM; 0.72% of 360,000 active;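 active means inhibition of the luminescence signal of 40% or more relative to plate controls, in a single-dose primary screen at 18.75 µM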
NR2E3 ag-2 – human photoreceptor-specific nuclear receptor agonism; Q9Y5X4; CHO-S Gal4-NCOR/VP16-NR2E3 two-hybrid, luciferase; inhibition of corepressor binding, % at 3.98 µM; 0.35% of 360,000 active; AID 602229;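 active means inhibition above the mean of all tested compounds plus 3 SD, cut at about 70% in these data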;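 further: 0% = DMSO with NR2E3 transfected cells and 100% = cells lacking NR2E3 construct; higher means lower luciferase signal from less NR2E3 corepressor binding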
CF NFkB inh – cystic fibrosis NF-kB activation inhibition. KKLEB NF-kB-GFP reporter, PAF-induced, GFP fluorescence overnight. inhibition, % at 5 µM. 0.86% of 360,000 active;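 active means at least 50% inhibition at 5 µM, scaled per plate between neutral and stimulator controls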;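 further: PAF is a Pseudomonas aeruginosa culture filtrate used as stimulus; plate controls were PAF-stimulated DMSO wells for no effect and unstimulated DMSO wells for full effect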
C8 TRAIL sens – caspase-8 TRAIL sensitization | NB7+C8 cells + TRAIL, ATPlite viability luminescence | inhibition (viability loss, TRAIL sensitization), % at 10 µM | 1% of 360,000 active;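 active means compounds causing at least 50% loss of cell viability in the single-dose screen, relative to plate controls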
MITF TRPM1 inh – inhibitors of MITF-driven TRPM1 promoter in melanoma cells | 0.83% of 330,000 active | inhibition, % at 12.5 µM | SK-MEL-5 TRPM1 promoter luciferase, 24 h;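 active means mean inhibition across replicates of 60% or more, whatever share of single replicates reaches that level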; further: values of inactives mirror those of a sister screen read the other way
TWEAK-Fn14 inh – inhibitors of TWEAK-Fn14 interaction signaling; TWEAK-stimulated Fn14 reporter cells, luciferase luminescence, 8 h; inhibition, % at 10 µM; 2% of 360,000 active; AID 1159606; in the data active means inhibition above about 50%
TROY NFkB inh – inhibitors of TROY-dependent NF-kB signaling | Q293 LMP1-TROYcd NF-kB luciferase reporter, 4 h | inhibition, % at 10 µM | 0.98% of 360,000 active;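 active means compounds whose plate-normalised and pattern-corrected inhibition of the luciferase reporter signal at the single screening dose is 50% or more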
Peg3 prom inh – Peg3 promoter activity inhibition. inhibition, % at 20 µM. 1.7% of 360,000 active. HeLa PEG-Prom luciferase reporter, luminescence, overnight;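 active means inhibition of at least 50% at 20 µM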
Shn3 inh set2 – reduces Shn3 3'UTR luciferase signal in osteoblasts; inhibition, % at 12.5 µM; Clone20 osteoblast Shn3 3'UTR firefly luciferase, 24 h; 0.52% of 360,000 active; AID 588674;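 active means mean inhibition of at least 75% with every replicate also reaching 75%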;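 further: 0% = median of neutral control wells and 100% = pilot-screen positive control compound; some compounds past the cut are filed as inactive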
* = called active by the depositor; / = no result given. These rows are one share of the data (hit frequency here may not be typical).

nr	smiles	C8 TRAIL sens	NR2E3 ag-1	TROY NFkB inh	MITF TRPM1 inh	KKLEB tox	TWEAK-Fn14 inh	HIF-2a block	Shn3 inh set2	NR2E3 ag-2	Peg3 prom inh	CF NFkB inh
1	COc1cccc(/C=C/C(=O)OCC(=O)Nc2ccc(Cl)c(S(=O)(=O)N(C)C)c2)c1OC	0	-1	-6	7	10	-10	12	-5	11	-6	1
2	Cn1c(=O)cc(OCC(=O)NC2CCCCC2)c2ccccc21	-21	4	7	6	-5	1	-5	-1	-10	-6	-7
3	CCC(Sc1nc2ccncc2[nH]1)C(=O)Nc1ccc(C)c(Cl)c1 (stereo not drawn)	-1	3	-48	14	0	0	11	-18	-17	85*	-9
4	Cc1n(CC(O)COC2CCCCC2)c2ccccc2[n+]1C (stereo not drawn)	5	-1	/	2	2	76*	3	-4	2	-1	-2
5	O=C(COC(=O)CCCN=C1NS(=O)(=O)c2ccccc21)NNC(=O)c1ccccc1	-15	0	-6	-10	-1	-10	4	-4	-1	-4	9
6	COc1ccc(-c2cc3nc(C)c(CCC(=O)N4CCN(c5ccccn5)CC4)c(C)n3n2)c(OC)c1	-5	2	5	2	-9	11	5	-10	-2	22	8
7	O=C(c1cccc(S(=O)(=O)N2CCOCC2)c1)N1CCN(c2ccc(F)cc2)CC1	-11	3	6	10	-5	25	11	-28	4	6	10
8	COc1ccccc1-c1cccc([C@@H]2C[C@H]3[C@H](CON3C)CN2C)c1	2	/	-11	0	8	10	-26	3	2	3	-1
9	N#Cc1c(N2C(=O)Nc3ccccc3N2O)sc2c1CCCC2	15	5	-5	7	-8	-13	-2	4	-27	1	-3
10	CC(C)OCCCNC(=O)c1cn(C)c2ccc(S(=O)(=O)N3CCCC3)cc2c1=O	-4	1	-7	4	15	25	3	-11	-17	9	-11
11	COc1ccc(NCC(=O)N/N=C/C2CCCCC2)cc1	0	-4	-15	-5	6	7	-14	-24	14	-33	-29
12	Cc1cc(C)c(C#N)c(Sc2nnnn2-c2ccccc2)n1	-3	2	-4	6	-13	3	4	4	10	1	-10
13	CC(C)(C)NC(=O)c1oc2ccccc2c1COc1ccccc1	6	-4	-7	-6	-9	-6	2	6	-3	18	-17
14	CCCCNS(=O)(=O)c1ccc(OC)c(Cl)c1Cl	1	2	5	-3	7	12	13	-1	-3	5	7
15	CC(C)(C)NC(=O)C(c1ccncc1)N(C(=O)C1CSC(=O)C1)c1ccccc1 (stereo not drawn)	2	-2	10	-8	-11	10	12	12	-25	3	-11
16	Cc1cc(O)ccc1NC(=O)c1ccccc1	-22	1	8	9	4	-2	17	-1	3	-11	6
17	CCN(CC)S(=O)(=O)c1cc(OC)c(C)cc1C	-2	-4	-4	7	-8	-12	21	11	-48	2	4
18	COc1cc(C(=O)NCCc2ccc(S(N)(=O)=O)cc2)cc(OC)c1OC	-1	-1	10	0	9	10	19	-32	-7	-5	-2
19	CSc1nc(NCc2ccco2)c2ccccc2n1	-5	-2	-3	17	-5	-24	-6	5	-18	-7	-16
20	O=C(COC(=O)/C=C/c1ccc(C(F)(F)F)cc1)NC1CC1	0	3	-13	-6	-4	-16	1	-7	-18	-9	20

Fetched by compound from above:
nr	smiles	C8 TRAIL sens	NR2E3 ag-1	TROY NFkB inh	MITF TRPM1 inh	KKLEB tox	TWEAK-Fn14 inh	HIF-2a block	Shn3 inh set2	NR2E3 ag-2	Peg3 prom inh	CF NFkB inh
20	O=C(COC(=O)/C=C/c1ccc(C(F)(F)F)cc1)NC1CC1	0	3	-13	-6	-4	-16	1	-7	-18	-9	20
3	CCC(Sc1nc2ccncc2[nH]1)C(=O)Nc1ccc(C)c(Cl)c1 (stereo not drawn)	-1	3	-48	14	0	0	11	-18	-17	85*	-9

Following part
nr	smiles	C8 TRAIL sens	NR2E3 ag-1	TROY NFkB inh	MITF TRPM1 inh	KKLEB tox	TWEAK-Fn14 inh	HIF-2a block	Shn3 inh set2	NR2E3 ag-2	Peg3 prom inh	CF NFkB inh
21	CC(C)Cn1c(N)c(C(=O)COC(=O)CCc2nc3ccccc3s2)c(=O)n(C)c1=O	14	3	41	27	-5	29	21	62	-33	17	15
22	O=C(c1cccc(Cl)c1)N1CCC(N2CCC(C(=O)N3CCCC3)CC2)CC1	1	-2	0	1	-4	-14	-19	-13	8	-9	-7
23	Cc1c(N=Nc2ccc(O)cc2)c(=O)n(-c2ccccc2)n1C	-6	-2	1	4	14	-19	-2	-19	-7	-17	-4
24	COc1ccccc1N(C)S(=O)(=O)c1ccc(C(=O)NC(C)(C)C)cc1	-1	1	-29	7	-3	2	10	-7	-11	-3	11
25	CCOc1ccc(CNC(=O)c2ccc(NC(=O)C3=CSCCO3)cc2)cc1	-10	-2	-20	-28	14	-25	-90	-20	-13	-74	-15
26	COc1ccc(C(C)=O)cc1Cn1nc(C)c([N+](=O)[O-])c1C	1	7	4	-2	-1	2	18	16	-7	-6	8
27	CNc1nc(-c2ccc3c(c2)CCN3C(=O)c2ccccc2F)cs1	44	/	-11	-73	4	-14	-286	-36	-200	-232	-49
28	CN(C(=O)N1CCN(c2ccccn2)CC1)c1ccccc1	-1	5	-13	2	-3	2	-4	4	3	5	-1
29	CC(C)CCOc1cccc(OCC(=O)O)c1	-3	/	5	0	11	7	6	2	5	1	-4
30	COc1ccc(OCC(O)CN(C)C(=O)C(C)Oc2ccccc2)cc1 (stereo not drawn)	-17	1	-23	9	-1	4	11	10	13	10	-2
31	O=C(NCC1CCCO1)C(c1cccs1)N(C(=O)Cn1nnc(-c2cccs2)n1)C1CCCC1 (stereo not drawn)	-13	0	6	5	8	22	18	-3	-17	15	-10
32	Cc1ccc2oc(C(=O)N(C)Cc3cnccn3)c(C)c2c1	-4	-1	-55	-17	11	-8	-89	-30	-54	-55	-15
33	COc1ccc(S(=O)(=O)NCCCN2CCCC2=O)c(OC)c1	-4	1	18	1	5	-14	6	16	2	5	-12
34	COCCSc1ccccc1C(=O)NCCCn1ccnc1	-3	6	-9	9	3	5	-5	-11	-4	-4	-11
35	Fc1ccccc1N1CCN(C2CCCN(Cc3cccc(C(F)(F)F)c3)C2)CC1 (stereo not drawn)	-2	1	-3	6	4	6	10	8	-13	4	-10
36	O=C(NCc1cccnc1)NC1CCCN1S(=O)(=O)c1ccc(Cl)cc1 (stereo not drawn)	-2	1	/	0	8	13	3	-9	-6	12	-6
37	O=C(CNS(=O)(=O)c1cccc(Cl)c1)OCc1csc(-c2ccccc2)n1	1	0	-53	-2	6	4	-29	10	-17	-40	-3
38	CCOC(=O)CN(C(=O)CSc1nnc(C)n1-c1ccccc1)c1cccc([N+](=O)[O-])c1	-12	6	7	-3	12	-4	12	10	-9	-5	1
39	COc1ccccc1/C=N/N1CCN(Cc2ccccc2Cl)CC1	-7	-2	2	7	-2	-8	-34	10	-10	-10	8
40	O=C(Nc1ccc(N2CCOCC2)nc1)c1ccccc1Cl	-1	-1	-33	-52	0	-4	-172	-4	-21	-137	8

The list goes on.
nr	smiles	C8 TRAIL sens	NR2E3 ag-1	TROY NFkB inh	MITF TRPM1 inh	KKLEB tox	TWEAK-Fn14 inh	HIF-2a block	Shn3 inh set2	NR2E3 ag-2	Peg3 prom inh	CF NFkB inh
41	Cc1cccn2c(=O)c(/C=C(\C#N)S(=O)(=O)c3ccccc3)c(Oc3ccc(Cl)cc3)nc12	2	-3	14	36	-10	12	11	8	-18	29	8
42	CC(C)OCCCNc1ncnc2c1cnn2-c1ccccc1	49	-2	-30	-15	-10	30	-191	-25	-153	-128	2
43	Cc1ccc2c(=O)cc(C(=O)NCCc3ccc(S(N)(=O)=O)cc3)oc2c1	13	2	18	0	3	16	14	1	-13	17	-8
44	CCc1ccc(C(=O)NNC(=O)c2n[nH]c(=O)c3ccccc23)cc1	-17	-2	3	7	-14	18	12	2	-6	4	25
45	COc1ccc(C)cc1NC(=O)C(c1ccccc1)N1CCNC(=O)C1 (stereo not drawn)	-2	3	16	17	-1	13	0	-7	-22	11	-10
46	CCC(C)(C)C1CCC2(CC1)NC(CO)(CO)CO2 (stereo not drawn)	-7	2	/	-6	-7	11	12	3	2	0	5
47	C=Cc1ccc2c(c1)N(C)C(=C)S2	-4	-2	-6	2	-4	-5	11	-22	-23	-3	0
48	Cc1ccc(Nc2nc(C(=O)N3CCC(C(=O)N4CCN(C)CC4)CC3)cs2)cc1	0	-1	-63	-15	0	0	-130	-40	-31	-96	5
49	Cc1ccc2c(c1)NCC(C(=O)NC1CCC(C)CC1)O2 (stereo not drawn)	-5	3	-7	/	4	-18	-50	-7	-39	-30	-1
50	COC(=O)C1=C(C)NC(=O)NC1c1cn(-c2ccccc2)nc1-c1cccs1 (stereo not drawn)	-3	2	/	18	-2	48	17	16	1	17	-4
51	CN1CCN(S(=O)(=O)c2ccc(NC(=O)c3ccc(Br)s3)cc2)CC1	-3	1	-36	-13	9	0	-49	0	1	-101	10
52	C=CCOc1ccc(/C=C(\C#N)C(=O)Nc2ccccn2)cc1OC	6	5	-18	-5	2	29	1	7	-8	0	-14
53	COc1ccc(/C=C/C(=O)Nn2cnnc2)cc1	2	-1	5	-3	4	-9	-13	5	11	-3	1

Gathered by group: the compounds so far with a Cl atom.
nr	smiles	C8 TRAIL sens	NR2E3 ag-1	TROY NFkB inh	MITF TRPM1 inh	KKLEB tox	TWEAK-Fn14 inh	HIF-2a block	Shn3 inh set2	NR2E3 ag-2	Peg3 prom inh	CF NFkB inh
1	COc1cccc(/C=C/C(=O)OCC(=O)Nc2ccc(Cl)c(S(=O)(=O)N(C)C)c2)c1OC	0	-1	-6	7	10	-10	12	-5	11	-6	1
3	CCC(Sc1nc2ccncc2[nH]1)C(=O)Nc1ccc(C)c(Cl)c1 (stereo not drawn)	-1	3	-48	14	0	0	11	-18	-17	85*	-9
14	CCCCNS(=O)(=O)c1ccc(OC)c(Cl)c1Cl	1	2	5	-3	7	12	13	-1	-3	5	7
22	O=C(c1cccc(Cl)c1)N1CCC(N2CCC(C(=O)N3CCCC3)CC2)CC1	1	-2	0	1	-4	-14	-19	-13	8	-9	-7
36	O=C(NCc1cccnc1)NC1CCCN1S(=O)(=O)c1ccc(Cl)cc1 (stereo not drawn)	-2	1	/	0	8	13	3	-9	-6	12	-6
37	O=C(CNS(=O)(=O)c1cccc(Cl)c1)OCc1csc(-c2ccccc2)n1	1	0	-53	-2	6	4	-29	10	-17	-40	-3
39	COc1ccccc1/C=N/N1CCN(Cc2ccccc2Cl)CC1	-7	-2	2	7	-2	-8	-34	10	-10	-10	8
40	O=C(Nc1ccc(N2CCOCC2)nc1)c1ccccc1Cl	-1	-1	-33	-52	0	-4	-172	-4	-21	-137	8
41	Cc1cccn2c(=O)c(/C=C(\C#N)S(=O)(=O)c3ccccc3)c(Oc3ccc(Cl)cc3)nc12	2	-3	14	36	-10	12	11	8	-18	29	8
